# tim10-1 inh – growth inhibitors of tim10-1 mutant yeast. 330,000 tested, 2.2% active. AID 463190. inhibition, % at 20 µM. S. cerevisiae tim10-1 ts strain growth, BacTiter-Glo, 24 h;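 active = inhibition of at least 40%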;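 note: mutant grown at 25 °C; 0% = DMSO wells with yeast and 100% = wells holding no yeast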
# Jurkat NFkB inh – inhibitors of the PMA/ionomycin-induced NF-kB reporter in Jurkat cells; PMA/ionomycin-induced NF-kB luciferase reporter, luminescence; inhibition, % at 4 µM; 330,000 tested, 0.53% active; AID 435003; in the data active = inhibition above about 50%
# TIM10 inh – inhibits growth of TIM10 yeast strain. AID 463195. S. cerevisiae TIM10 strain growth, BacTiter-Glo luminescence, 24 h. 330,000 tested, 1.4% active. inhibition, % at 10 µM;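 active = inhibition of 40% or more at the single tested concentration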;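 note: wild-type TIM10 isogenic control strain grown at permissive 25 °C; 0% = DMSO yeast wells and 100% = minimal medium wells without yeast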
# CHOP UPR activ – apoptotic UPR (CHOP) activation. activation, % at 10 µM. CHO-CHOP luciferase reporter, luminescence; percent of tunicamycin response over DMSO baseline. AID 449763. 330,000 tested, 0.34% active;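 active = at 10 µM dose, activation of 40% or more, normalized to positive control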;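 note: 100% = tunicamycin at 10 µg/mL and 0% = DMSO alone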
#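 Material: CHO-CHOP cells, stable luciferase reporter of PERK-eIF2a-CHOP signalling; quantity: 500 reporter cells seeded per well; buffer or medium: F12 medium containing 10% fetal bovine serum; compound: one dose, 10 µM in 0.5% DMSO; incubation: 6 h compound treatment, 37 °C; measured by: Steady-Glo luciferase luminescence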
# tim23-1 inh – inhibits growth of tim23-1 mutant yeast. 330,000 tested, 1.3% active. S. cerevisiae tim23-1 growth, BacTiter-Glo luminescence, 24 h. AID 463212. inhibition, % at 20 µM;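 active = growth inhibition of the mutant yeast at or above 50%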;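 note: temperature-sensitive mutant grown at 25 °C; plate controls were DMSO-treated mutant yeast for no effect and medium wells lacking yeast for full effect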
# UPR XBP1 act – adaptive UPR (XBP1) activation; CHO-XBP1 luciferase reporter, IRE1-XBP1 UPR activation, luminescence; percent of tunicamycin response, DMSO as zero; activation, % at 20 µM; 330,000 tested, 0.33% active;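 active = versus positive control, 20 µM dose yields 30% or more activation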;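 note: 100% = tunicamycin at 10 µg/mL and 0% = DMSO only wells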
#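 Material: IRE1-XBP1 luciferase reporter CHO line / Quantity: one thousand reporter cells per well / Buffer or medium: F12 with 10% serum / Compound: 20 µM single concentration, DMSO 1% / Times: 6 h treatment, 37 °C / Detection: Steady-Glo luciferase glow luminescence, 10 min after reagent addition / Benchmarks: tunicamycin high, DMSO low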
# 697 NFkB inh – inhibitors of the PMA/ionomycin-induced NF-kB reporter in 697 B cells; 697 B-cell NF-kB luciferase reporter, 16 h; 330,000 tested, 0.33% active; inhibition, % at 4 µM; in the data active = inhibition above about 35%
# Mdm2-MdmX inh – inhibitors of human Mdm2/MdmX interaction. O15151+Q00987. SaOS-2 split-luciferase Mdm2/MdmX complementation, luminescence. inhibition, % at 8 µM. 330,000 tested, 3% active. AID 485346;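 active = inhibition of at least 50% at 8 µM in the primary screen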
# Target sequence (O15151 whole entry, looked up): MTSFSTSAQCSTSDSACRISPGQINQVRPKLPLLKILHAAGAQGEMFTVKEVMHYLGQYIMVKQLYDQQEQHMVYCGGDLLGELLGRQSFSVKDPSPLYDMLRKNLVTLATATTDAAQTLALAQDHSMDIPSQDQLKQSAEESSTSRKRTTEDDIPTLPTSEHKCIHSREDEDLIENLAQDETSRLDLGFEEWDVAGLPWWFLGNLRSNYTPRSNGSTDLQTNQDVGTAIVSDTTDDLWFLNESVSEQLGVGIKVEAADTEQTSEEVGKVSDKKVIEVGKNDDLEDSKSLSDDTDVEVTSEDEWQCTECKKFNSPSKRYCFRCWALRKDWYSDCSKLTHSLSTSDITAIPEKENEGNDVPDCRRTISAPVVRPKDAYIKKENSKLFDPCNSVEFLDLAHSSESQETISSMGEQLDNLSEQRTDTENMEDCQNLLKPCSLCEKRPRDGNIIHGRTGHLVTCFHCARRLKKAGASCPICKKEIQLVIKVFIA
# Target sequence (Q00987 whole entry, looked up): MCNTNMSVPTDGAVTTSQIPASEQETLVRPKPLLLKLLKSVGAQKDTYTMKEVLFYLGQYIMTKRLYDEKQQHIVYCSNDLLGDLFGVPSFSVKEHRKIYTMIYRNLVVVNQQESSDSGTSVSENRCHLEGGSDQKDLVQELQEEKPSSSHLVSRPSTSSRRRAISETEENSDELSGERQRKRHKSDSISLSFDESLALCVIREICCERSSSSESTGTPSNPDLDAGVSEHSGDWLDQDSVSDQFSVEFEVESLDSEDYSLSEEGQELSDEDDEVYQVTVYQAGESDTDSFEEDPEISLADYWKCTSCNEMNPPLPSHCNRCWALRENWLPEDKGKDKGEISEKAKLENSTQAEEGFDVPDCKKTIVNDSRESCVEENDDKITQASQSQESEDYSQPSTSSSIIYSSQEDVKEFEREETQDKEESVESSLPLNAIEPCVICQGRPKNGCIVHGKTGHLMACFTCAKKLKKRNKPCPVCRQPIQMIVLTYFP
# The depositor's hits bear a star.
SMILES	tim10-1 inh	Jurkat NFkB inh	TIM10 inh	CHOP UPR activ	tim23-1 inh	UPR XBP1 act	697 NFkB inh	Mdm2-MdmX inh
C#CCOCCOCCOCCNc1nc(N2CCN(C(=O)[C@H](Cc3cc4ccccc4[nH]3)n3cc([C@@H](N)C(C)CC)nn3)CC2)nc(N2CCN(C(=O)[C@H](Cc3cc4ccccc4[nH]3)n3cc([C@@H](N)Cc4ccc(O)cc4)nn3)CC2)n1 (stereo partly drawn)	-2	8	-8	1.0	5	-4	0	-24
COc1cc([C@H]2c3c(cc(OC)c(O)c3OC)C[C@@H](CO)[C@@H]2CO[C@@H]2O[C@H](CO)[C@@H](O)[C@H](O)[C@H]2O)cc(OC)c1O	12	-1	-6	3.7	-2	-4	-8	-7
O=C(c1ccco1)N1CCN=C1SCc1ccccc1Cl	35	-8	16	-1.8	38	2	6	-1
Cc1cc([N+](=O)[O-])cc2c1-c1ncccc1C2=Nc1ccccc1	13	3	13	0.0	-26	11	-18	14
COCc1nnc(NC(=O)CCN2C(=O)c3ccccc3C2=O)s1	11	-4	-2	-2.6	-1	1	-5	11
CCOc1cc(Cl)c(S(=O)(=O)NCCCN2CCOCC2)cc1Cl	-57	-2	-3	0.7	-2	0	-1	-4
CCN(CC(=O)Nc1cc(Cl)ccc1C)C(=O)CN1C(=O)NC(CC)(c2ccccc2)C1=O (stereo not drawn)	2	12	16	-0.1	11	-1	-2	-12
CC(C)NS(=O)(=O)c1ccc(NC(=O)C2CC3C=CC2C3)cc1 (stereo not drawn)	-1	-3	-2	1.7	-5	-1	-11	14
CCN1CCN(CC2CC3C=CC2C3)CC1 (stereo not drawn)	1	18	-13	0.2	14	-2	-58	-24
CCCCNc1c(-c2ccc(SC3CCCCC3)cc2)nc2cnccn12	-10	-10	-19	1.5	33	2	-44	0
O=C(N/N=C/c1ccc([N+](=O)[O-])o1)c1ccc(NS(=O)(=O)c2cccs2)cc1	18	-11	8	-3.3	26	2	9	-1
COc1ccc(CN2CCN(c3ccccc3OC)CC2)c(OC)c1	17	2	-16	1.1	-16	-2	-7	21
COc1ccc(C(=O)NCC(=O)N=Nc2c(O)n(C)c3ccccc23)cc1OC	15	11	13	1.9	-7	2	13	23
O=C(c1oc2ccccc2c1CSCc1ccccc1)N1CCN(c2ncccn2)CC1	27	-5	-3	0.0	35	-1	-9	-9
Nc1ccccc1C(=O)NCc1ccccc1	-17	4	-3	-1.1	12	0	11	9
Oc1ccc(/C=N/NC(=S)Nc2cccnc2)cc1	13	-75	-7	0.8	2	-2	-72	-27
c1ccc(-n2ncc3cccnc32)cc1	11	-4	12	5.5	16	-4	7	10
O=c1cc(N2CCCCC2)c(-c2ccccc2)nn1Cc1ccc(Cl)cc1Cl	-10	-5	3	-2.1	16	-4	6	24
c1ccc2c(NCCc3c[nH]c4ccccc34)c3ccccc3nc2c1	20	-11	17	3.4	24	5	-30	100*
CC1=CC(=NOC(=O)c2cccc([N+](=O)[O-])c2)C=C(C)C1=O	45*	13	20	4.9	57*	0	2	29
COc1cc(OC)c(NC(=S)NCc2ccc(F)cc2)cc1Cl	16	12	27	-1.5	34	0	14	8
CSc1ccc(CN2CCCCCC2)cc1	0	-4	-5	3.1	12	0	21	3
CCOC(=O)c1c(C)c(C(=O)NCCCOC(C)C)c(C)n1C	10	-3	-2	-0.4	26	-2	19	-6
Cc1ccc(/C=N/n2c(-c3cccc(Cl)c3)n[nH]c2=S)o1	35	-2	42*	0.4	44	8	-42	-15
c1ccc(OCCOCCN2CCc3ccccc3C2)cc1	9	-16	1	-2.1	14	2	-9	16
CCSc1ccc(C(=O)Nc2cccc(C)n2)cc1[N+](=O)[O-]	19	-7	-4	-1.6	0	1	17	8
CCOC(=O)CSc1nc2ccccc2c(=O)n1CC	23	-16	-9	-1.6	29	-2	5	22
C#CCOCCOCCOCCNc1nc(N2CCN(C(=O)C([C@@H](C)CC)n3cc(C(N)CC(C)C)nn3)CC2)nc(N2CCN(C(=O)[C@H](CCCCN)n3cc(C(N)COC(=O)C(F)(F)F)nn3)CC2)n1 (stereo partly drawn)	1	-3	10	0.4	12	1	6	-3
COc1ccc(/C=C2\COc3ccccc3C2=O)cc1OC	57*	16	50*	5.1	70*	1	-9	11
COc1cccc(/C=C2/SC(=S)N(CC(=O)NC3C=CS(=O)(=O)C3)C2=O)c1 (stereo not drawn)	-5	8	4	3.5	4	1	-14	0
O=C(COc1ccccc1)Nc1ccc(C(=O)N2CCCC2)cc1	3	-12	1	2.3	-3	-4	14	8
N#Cc1c(NC(=O)CSc2nnnn2C2CCCC2)sc2c1CCCC2	1	-20	-17	-1.1	-2	3	-3	15
CC(NC(=O)CN(C)Cc1ccc(Br)cc1)c1ccccc1 (stereo not drawn)	22	3	19	-2.4	18	2	-2	17
CC(=O)c1nnn(-c2ccc(F)cc2F)c1C	9	11	12	0.1	11	0	2	0
O=C(NC(=S)Nc1ccc(N2CCOCC2)cc1)c1cccs1	13	-94	19	1.3	2	0	-52	-54
O=C(c1cccc(Cl)c1)N1CCN(CCCc2ccccc2)CC1	18	-10	2	1.6	13	-2	2	0
C(=C\c1ccc(/C=C/c2ccccc2)nn1)/c1ccccc1	19	-15	-4	0.1	7	-1	-26	-7
COc1ccccc1N1CCN(CC(O)COCCOc2ccc(Br)cc2)CC1 (stereo not drawn)	16	4	16	4.3	10	1	4	22
CC(C)N(Cc1nc2ccccc2c(=O)[nH]1)C(=O)c1ccc(NC(=O)CSc2nnnn2C)cc1	-3	-7	4	2.8	2	-3	3	-9
CCOc1ccc(NC(=O)CS(=O)CC(=O)Nc2cccnc2)cc1 (stereo not drawn)	-24	8	6	3.6	-8	-5	2	-19
Cc1cc2ccccc2n1CCNC(=O)C1CC1	6	8	-7	-0.1	9	1	9	-23
COc1ccc(C(=O)OCC(=O)NC(=O)NC2CCCC2)cc1OC	-6	-2	10	-1.4	16	-4	3	19
COc1ccc(Nc2cccc3ccccc23)cc1	29	-29	13	3.7	30	6	-40	14
COc1ccc(/C(O)=C2/C(=O)C(=O)N(CCCN3CCOCC3)C2c2ccc(C(C)C)cc2)cc1 (stereo not drawn)	21	-4	-6	0.7	15	-2	-6	12
Cc1ccc(NC(=O)CSc2nnc(-c3cccnc3)o2)c(C)c1	-5	8	-9	-0.6	1	-2	32	19
Cc1ccnc(N/C=C(/NC(=O)c2ccccc2)C(=O)NN)n1	16	-12	-4	0.1	18	-4	3	-1
Cc1ccc(S(=O)(=O)N(C)C)cc1NC(=O)C(C)Sc1ccccc1 (stereo not drawn)	21	-13	-15	-0.8	10	0	15	4
COC(=O)C(C)Sc1nnc(Cc2cc(=O)[nH]c(=O)[nH]2)n1-c1cccc(OC)c1 (stereo not drawn)	-20	0	9	0.6	-16	0	12	9
O=C(NCCCN1CCOCC1)C(=O)N/N=C/c1c2ccccc2cc2ccccc12	16	45	5	2.2	5	-2	-22	1
Cc1ccc(S(=O)(=O)N2CCN(C(=O)COC(=O)CCCOc3ccccc3)CC2)c(C)c1	29	7	16	2.8	38	-1	16	-6
CCOC(=O)c1cc2cc([N+](=O)[O-])cc(OC)c2oc1=O	-4	14	23	-1.2	19	0	0	6
O=C(Cn1cccc1C(=O)c1ccccc1)NCc1ccccn1	5	5	0	-2.0	7	3	20	1
Cc1cc(C)n(C(=O)c2ccc([N+](=O)[O-])cc2N)n1	-1	20	6	0.0	3	0	14	-9
O=C(C1=C(O)C(=O)N(c2ncccn2)C1c1ccc(F)cc1)c1ccco1 (stereo not drawn)	-9	-4	-18	-0.4	-1	-3	8	4
CCOc1ccc2oc(C(=O)Nc3cc(C)ccn3)c(C)c2c1	30	-164	10	1.9	28	0	-184	-275
FC(F)Oc1ccc(/C=N/N2CCCCC2)c(OC(F)F)c1	6	-4	12	2.8	-7	1	14	11
COc1ccc(S(=O)(=O)NCC(=O)Nc2ccc3c(c2)OCCO3)cc1OC	13	-12	-3	-0.4	9	4	15	-13
Cc1ccc(Cn2nc(C)c(NC(=O)CCCn3nc([N+](=O)[O-])c(Cl)c3C)c2C)cc1	-2	-7	6	1.1	5	-3	20	-17
COc1ccc(OC)c(NC(=O)CC2Oc3ccccc3NC2=O)c1 (stereo not drawn)	-12	-29	14	3.2	20	1	-10	-12
Cc1c(C)c2c(C)nn(-c3ccccc3)c2[nH]c1=O	-1	14	5	3.2	-12	1	11	-10

# (further entries)
SMILES	tim10-1 inh	Jurkat NFkB inh	TIM10 inh	CHOP UPR activ	tim23-1 inh	UPR XBP1 act	697 NFkB inh	Mdm2-MdmX inh
O=C(Oc1ccccc1)c1ccccc1OS(=O)(=O)c1ccccc1	10	-23	11	-2.4	25	0	-13	5
Cc1ccccc1-c1nc(CS(=O)CC(=O)NCCN2CCN(Cc3ccccc3)CC2)c(C)o1 (stereo not drawn)	9	2	20	2.0	2	2	3	11
CCCOc1ccc(/C=N/NC(=O)C(=O)Nc2ccccn2)cc1	14	6	11	5.5	21	2	9	-28
CCCSC1C(C)=C(C)C(=O)N1Cc1ccccc1 (stereo not drawn)	11	-5	1	1.2	14	-3	-10	-1
COC(=O)c1cc(Br)c(N)cc1OC	-6	5	-14	0.3	-8	6	10	-9
COc1ccc(/C=N/NC(=O)c2cccnc2)c(C(=O)O)c1OC	8	-10	-15	-0.2	-3	-2	23	-20
CCCCCCn1c(-c2cccs2)n[nH]c1=S	-51	-14	-9	1.1	38	-2	-16	9
Cc1ccc(C(C(=O)NCc2ccco2)N(C(=O)CNC(=O)c2cccs2)c2c(C)cc(C)cc2C)cc1 (stereo not drawn)	1	11	-3	25	18	36*	17	87*
O=Cc1cccn1-c1ccccc1	3	10	3	0.6	15	-1	25	-12
O=C(Nn1cnc2ccccc2c1=O)c1ccccc1	15	-18	12	1.8	5	1	-3	-9
Cc1ccc(Cl)cc1NC(=S)NCCCSC1CCCCC1	42*	12	42*	-0.3	39	-2	0	19
CN(C)CCCSc1nc2ccccc2s1	11	-5	8	-0.4	-4	2	-7	3
CC1=C(/C=N/Nc2ccc([N+](=O)[O-])cc2[N+](=O)[O-])C(C)(C)CCC1	7	13	5	-1.2	11	1	-1	-29
Cc1cc(NC(=S)NC(=O)c2ccccc2)ccc1-c1cc2ccccc2oc1=O	10	59*	-3	0.0	6	1	-24	42
CCOC(=O)CSc1nnc(CCc2nc3ccccc3[nH]2)n1C	6	3	0	-1.6	-1	1	-12	12
CCCc1cc(=O)oc2cc(C)cc(OCC(=O)Nc3ccc(CN4CCOCC4)cc3)c12	12	-9	-1	-0.9	10	-5	-1	4

# Entries listed so far that have a thiophene ring, fused or not:
SMILES	tim10-1 inh	Jurkat NFkB inh	TIM10 inh	CHOP UPR activ	tim23-1 inh	UPR XBP1 act	697 NFkB inh	Mdm2-MdmX inh
O=C(N/N=C/c1ccc([N+](=O)[O-])o1)c1ccc(NS(=O)(=O)c2cccs2)cc1	18	-11	8	-3.3	26	2	9	-1
N#Cc1c(NC(=O)CSc2nnnn2C2CCCC2)sc2c1CCCC2	1	-20	-17	-1.1	-2	3	-3	15
O=C(NC(=S)Nc1ccc(N2CCOCC2)cc1)c1cccs1	13	-94	19	1.3	2	0	-52	-54
CCCCCCn1c(-c2cccs2)n[nH]c1=S	-51	-14	-9	1.1	38	-2	-16	9
Cc1ccc(C(C(=O)NCc2ccco2)N(C(=O)CNC(=O)c2cccs2)c2c(C)cc(C)cc2C)cc1 (stereo not drawn)	1	11	-3	25	18	36*	17	87*
